CHT allo act: human CHT allosteric activation; Q9GZV3; CHT-expressing cells, membrane potential dye, choline EC20; stronger effect = higher value; LV-AA mutant CHT in HEK293 cells; B-score at 10 µM; 310,000 tested, 0.49% active; AID 488977;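 active means initial fluorescence not abnormally high and integrated response B-score, plate-corrected, over 3 SD above library mean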
Target sequence (Q9GZV3 whole entry, looked up): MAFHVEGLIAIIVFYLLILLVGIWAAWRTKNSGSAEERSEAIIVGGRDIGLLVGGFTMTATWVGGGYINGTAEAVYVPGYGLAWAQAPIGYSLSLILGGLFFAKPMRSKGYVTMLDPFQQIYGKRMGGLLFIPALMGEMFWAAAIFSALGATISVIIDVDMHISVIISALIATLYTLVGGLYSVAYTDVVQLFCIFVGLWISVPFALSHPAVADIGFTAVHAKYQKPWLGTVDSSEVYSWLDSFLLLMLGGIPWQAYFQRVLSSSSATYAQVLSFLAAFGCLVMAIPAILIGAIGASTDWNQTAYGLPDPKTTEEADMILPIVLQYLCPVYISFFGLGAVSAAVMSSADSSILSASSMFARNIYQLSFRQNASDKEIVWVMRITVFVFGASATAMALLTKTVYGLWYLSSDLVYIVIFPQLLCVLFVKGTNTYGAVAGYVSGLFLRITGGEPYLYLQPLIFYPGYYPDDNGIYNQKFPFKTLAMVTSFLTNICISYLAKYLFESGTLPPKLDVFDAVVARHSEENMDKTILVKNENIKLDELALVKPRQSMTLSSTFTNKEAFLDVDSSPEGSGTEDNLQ
CHT inh: inhibits the human high affinity choline transporter. AID 488975. 310,000 tested, 0.86% active. B-score at 10 µM. CHT-expressing cells, membrane potential dye, choline response; stronger effect = lower value;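 active means B-score over 3 SD under the library average, and starting fluorescence ratio not unusually high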;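 further: choline stimulus applied at its EC90 after an EC20 pre-addition; B-score computed on integrated fluorescence ratio after choline addition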
Starred values were filed as active, the others as inactive; i = inactive. No enrichment for hits; overall some 1.4% were active at least once.

Start of the data: the first 7 records, ahead of the listing:
SMILES	CHT allo act	CHT inh
O=C(CSc1nc2cc(S(=O)(=O)N3CCOCC3)ccc2o1)Nc1c(F)cccc1F	i	i
CC(/C=N/NC(=O)CN1CCN(Cc2ccc(Cl)cc2)CC1)=C\c1ccco1	i	i
N=C1C(c2nc3ccccc3s2)=C(O)CN1CCCO	i	i
CC1CCC(NC(=O)N(CCCl)N=O)CC1 (stereo not given)	i	i
COc1cc(/C=C2/C(=O)N(c3ccccc3)N=C2C)ccc1OS(=O)(=O)c1ccccc1	i	i
COc1ccc(-n2nc(C(=O)NCC(=O)N3CCCCCC3)c3ccccc3c2=O)cc1Cl	i	i
Cc1cccc(N2CCN(S(=O)(=O)c3cccc4nonc34)CC2)c1C	i	i

This part in full, previewed entries included:
SMILES	CHT allo act	CHT inh
O=C(CSc1nc2cc(S(=O)(=O)N3CCOCC3)ccc2o1)Nc1c(F)cccc1F	i	i
CC(/C=N/NC(=O)CN1CCN(Cc2ccc(Cl)cc2)CC1)=C\c1ccco1	i	i
N=C1C(c2nc3ccccc3s2)=C(O)CN1CCCO	i	i
CC1CCC(NC(=O)N(CCCl)N=O)CC1 (stereo not given)	i	i
COc1cc(/C=C2/C(=O)N(c3ccccc3)N=C2C)ccc1OS(=O)(=O)c1ccccc1	i	i
COc1ccc(-n2nc(C(=O)NCC(=O)N3CCCCCC3)c3ccccc3c2=O)cc1Cl	i	i
Cc1cccc(N2CCN(S(=O)(=O)c3cccc4nonc34)CC2)c1C	i	i
CCn1cc(S(=O)(=O)N2CCCC2)cn1	i	i
CSc1nc(-c2ccco2)nn1C(=O)c1cccs1	i	i
CC1(c2ccc3noc(-c4ccccc4)c3c2)OCCO1	i	i
O=C1CC(N2CCN(c3ccc(O)cc3)CC2)C(=O)N1Cc1cccs1 (stereo not given)	i	i
O=C(Nc1ccc(N2CCOCC2)nc1)c1c(F)cccc1F	i	i
CS(=O)(=O)c1ccc(C(=O)Nc2ccc(N3CCOCC3)cc2)c(Cl)c1	i	i
Cc1ccc(C)c(OCC(=O)N2CCOCC2)c1	i	i
COc1ccc(-c2nc3ccccc3c(=O)n2NC(=O)c2cccnc2Cl)cc1OC	i	i
NC(=O)Nc1ccccc1C(=O)Nc1ccc2ccccc2c1	i	i
COc1cccc(CSc2nc3sc(C)c(C)c3c(=O)n2Cc2ccco2)c1	i	i
CCN1CCN(C(=O)C2CCCN(S(=O)(=O)c3ccc(OC)c(OC)c3)C2)CC1 (stereo not given)	i	i
O=C(COC(=O)c1ccc(Br)cc1)Nc1ccccc1Br	i	i
Cc1cc(C)c(C)c(OCCCOc2cccc3cccnc23)c1	i	i
COc1ccc(C(=O)Oc2ccc(Br)cc2C(=S)N2CCOCC2)cc1	i	i
Cc1nnc(SCc2nc3sc(C(=O)O)c(C)c3c(=O)[nH]2)s1	i	i
Cc1ccccc1N1CCN(CCCN2C(=O)C3CCCCN3C2=O)CC1 (stereo not given)	i	i
CSc1ccc(/C=C/c2ccc3cccc(O)c3n2)cc1	i	i
CCCCNC(=O)N1CCOCCOCCN(C(=O)NCCCC)CCOCC1	i	i
CCOCCCNC(=O)CCn1nc(-c2ccc(Cl)cc2)ccc1=O	i	i
CN(c1cccc(Cl)c1)S(=O)(=O)c1cccc(C(=O)NC2=NCCS2)c1	i	i
Cc1nn(CCO)c2nc(-c3cccs3)cc(C(F)(F)F)c12	i	i
Cn1c2c(c(=O)[nH]c1=O)C(NC(=O)c1ccco1)(C(F)(F)F)C(=O)N2 (stereo not given)	i	i
CC1(C)CC(=O)C(C=NCc2ccccn2)=C(O)C1	i	i
CN(C)CCNc1ncnc2sc(-c3ccccc3)cc12	i	i
O=C(c1ccco1)N1CCN(C(=O)c2cccs2)CC1	i	i
Oc1ccc(C=NCC2COc3ccccc3O2)cc1 (stereo not given)	i	i
CC(C)(SC(=S)N1CCOCC1)C(=O)O	i	i
c1ccc(Nc2nnc(-c3cccnc3)s2)cc1	i	i
Cc1c(C(=O)NC2=NCCS2)oc2ccccc12	i	i
CCc1cc(-c2n[nH]c(=S)n2CC(C)C)cs1	i	i
O=C(Nc1ccc(F)cc1F)N1CCCN(CCOc2ccccc2)CC1	i	i
CS(=O)Cc1cc(Sc2ccccc2)nc(-c2ccncc2)n1 (stereo not given)	i	i
CC(=O)c1cccc(NS(=O)(=O)c2ccc(-c3cc(C)no3)s2)c1	i	i
Cc1cc(C)cc(NC(=S)NCC2CCN(C(C)c3ccccc3)C2)c1 (stereo not given)	i	i
O=C(Cc1ccc(Br)cc1)N1CCCC1	i	i
O=C(c1cccs1)N1CCN=C1SCc1cccc(F)c1	i	i
COc1ccc(N2CCN(CCNC(=O)Nc3ccc(C)cc3Cl)CC2)cc1	i	i
COc1cc(C(=O)Nc2ccc(S(=O)(=O)N(C)c3ccccc3)cc2)cc(OC)c1OC	i	i
O=C(C1CCN(Cc2ccc(F)cc2)CC1)N1CCN(C/C=C/c2ccccc2)CC1	i	i
O=C(O)/C=C/C(=O)Nc1ccc(OC(F)(F)F)cc1Br	i	i
CC(C)CNS(=O)(=O)c1cc(C(=O)OCC(=O)N2CCOCC2)c(Cl)cc1Cl	i	i
CC(C(=O)N1CCCCC1)N1C(=O)c2ccccc2C1=O (stereo not given)	i	i
O=c1cc(O)n(C2CCCCCC2)c(=O)[nH]1	i	i
Cc1c(S(=O)(=O)N2CCN(c3cccc(C(F)(F)F)c3)CC2)c(=O)n(C)c(=O)n1C	i	i
O=[N+]([O-])c1ccccc1S(=O)(=O)Nc1ccc(-c2ccc(N3CCOCC3)nn2)cc1	i	i
CC(C(=O)Nc1cccc([N+](=O)[O-])c1)n1nnc2ccccc21 (stereo not given)	i	i
Cc1occc1C(=O)N1CCN(c2ncccn2)CC1	i	i
CCC(C(=O)NC(C)(C)C)N(Cc1ccc(F)cc1)C(=O)c1snc(C(N)=O)c1N (stereo not given)	i	i
CC(OC(=O)c1ccco1)C(=O)NCc1ccc2c(c1)OCO2 (stereo not given)	i	i
CC1(C)SC2c3ccccc3C(=O)N2[C@@H]1C(=O)NC1CC1 (stereo not given in full)	i	i
COc1ccc(-c2nnc(OCc3ccccc3)c3ccccc23)cc1	i	i
Cc1cccc(C(=O)Nc2nnc(S(=O)(=O)N3CCOCC3)s2)c1	i	i
NC(=S)Nc1c(Cl)cccc1Cl	i	i

As a short view, 5 of the compounds above:
SMILES	CHT allo act	CHT inh
CC(OC(=O)c1ccco1)C(=O)NCc1ccc2c(c1)OCO2 (stereo not given)	i	i
CC1(C)SC2c3ccccc3C(=O)N2[C@@H]1C(=O)NC1CC1 (stereo not given in full)	i	i
COc1ccc(-c2nnc(OCc3ccccc3)c3ccccc23)cc1	i	i
Cc1cccc(C(=O)Nc2nnc(S(=O)(=O)N3CCOCC3)s2)c1	i	i
NC(=S)Nc1c(Cl)cccc1Cl	i	i

(cont.)
SMILES	CHT allo act	CHT inh
CCCn1c(CN(C)Cc2ccccc2)nc2c1c(=O)n(C)c(=O)n2C	i	i
COc1ccc(OCC2CCCN(Cc3nc(CC4CC4)no3)C2)cc1 (stereo not given)	i	i
O=C(Nc1cc(Cl)ccc1N1CCOCC1)c1ccc2c(c1)OCCO2	i	i
Cc1nnc(Nc2ccc3c(c2)ncn3C)c2ccccc12	i	i
Cc1nn(-c2ccccc2)c(C)c1C(=O)OCC(=O)NC12CC3CC(CC(C3)C1)C2	i	i
CC1CCN(c2ccccc2NC(=O)c2cc([N+](=O)[O-])ccc2N2CCOCC2)CC1	i	i
NC(=O)c1ccsc1NC(=O)CSc1nnc2ccccn12	i	i
COc1ccc(C(CC(=O)O)NS(=O)(=O)c2ccc(C)cc2)cc1 (stereo not given)	i	i
CCOC(=O)COc1ccccc1/C=C1/NC(=O)NC1=O	i	i
O=C(Nc1ccccc1N1CCCCC1)C1CCN(C(=O)c2ccc(Cl)cc2)CC1	i	i
C=CCn1c(C)cc(C(=O)Cn2nc(C(=O)O)c3ccccc3c2=O)c1C	i	i
CC(NC(=O)c1ccncc1)c1ccccc1 (stereo not given)	i	i
c1ccc(-c2nc3c4ccccc4ccn3c2CN2CCOCC2)cc1	i	i
CCOc1cc(N2CCOCC2)c(OCC)cc1NC(=O)c1cc(-c2ccco2)nc2ccccc12	i	i
O=CN(c1ccccc1)c1ccc2ccccc2c1	i	i
CCOC(=O)COc1ccc(S(=O)(=O)N2CCc3ccccc3C2)cc1	i	i
COc1cccc(CN2CC(C(=O)NCCCn3cccn3)CCC2=O)c1 (stereo not given)	i	i
COc1ccccc1CN1CC(C(=O)NCCC2=CCCCC2)CCC1=O (stereo not given)	i	i
COc1ccc(OC)c(Nc2nc(N)c([N+](=O)[O-])c(NC3CCCCC3)n2)c1	i	i
Cc1sc2ncnc(Sc3ccccc3C(=O)Nc3ccc(Br)cc3)c2c1C	i	i
CC(C)CNc1nc(Oc2ccc(=O)n(C)n2)nc(N2CCOCC2)n1	i	i
O=C(NC(=S)N1CCN(C2CCCCC2)CC1)c1ccccc1	i	i
N#Cc1nc(-c2ccc(OCc3ccccc3)cc2)oc1NCCCN1CCOCC1	i	i
COc1ccccc1OCC(=O)Nc1c2c(nn1-c1ccc(F)cc1)CS(=O)(=O)C2	i	i
CCC(=O)c1cn(CC(=O)NCc2cccnc2)c2ccccc12	i	i
Cc1cc(C)n(C(C)CC(=O)Nc2ccc3c(c2)OCO3)n1 (stereo not given)	i	i
CCSc1ncc(Cl)c(C(=O)Nc2sc3c(c2C(=O)NCc2cccnc2)CCCC3)n1	i	i
CCOC(=O)C1(Cc2ccccc2)CCCN(CCCn2cccn2)C1 (stereo not given)	i	i
CN(C(=O)c1cccc(C#N)c1)c1nnc(-c2cnccn2)s1	i	i
Cc1noc(C)c1CS(=O)(=O)Cc1ccc(Cl)cc1	i	i
CCOc1ccccc1NS(=O)(=O)c1cc2c3c(c1)C(C)C(=O)N3CCC2 (stereo not given)	i	i
Cc1ccc(-n2nc3c(=O)n(CC(=O)NC4CCCCC4)nc(C)c3c2C)cc1	i	i
Cc1ccc(NC(=O)CC2S/C(=N/N=C/c3c[nH]c4ccccc34)NC2=O)cc1 (stereo not given)	i	i
CCOc1ccccc1OCCCOc1ccc(C)cc1Br	i	i
CCOc1ccc(NC(=O)N2CC=C(n3c(=O)[nH]c4ccccc43)CC2)cc1	i	i
O/N=C/c1ccccc1OCc1ccc(Cl)cc1	i	i
Nc1c(Cl)ncnc1NCCO	i	i
Cc1ccc(NC(=S)N2CCN(CCN3C(=O)c4cccc5cccc(c45)C3=O)CC2)cc1	i	i
Cc1cc(C)cc(-n2c(C)cc(/C=C3\C(=N)N4N=C(CC(C)C)SC4=NC3=O)c2C)c1	i	i
O=C(CNC(=O)c1ccc2c(c1)OCCO2)N/N=C/c1ccco1	i	i
COC(=O)CSc1nnc(SCc2ccccc2)s1	i	i
Cc1[nH]c(C)c(C(=O)/C=C/c2ccc([N+](=O)[O-])cc2)c1C	i	i
NC(=O)c1ccc(NC(=O)CCCN2C(=O)c3ccccc3C2=O)cc1	i	i
Cc1c(Cl)cccc1NC(=O)CSc1sc2c(O)cc(=O)[nH]c2c1C#N	i	i
COc1cc2c(cc1NC(=O)COC(=O)c1ccc(C(C)(C)C)cc1)oc1ccccc12	i	i
NS(=O)(=O)c1cccc(-n2cnnn2)c1	i	i
CCO[C@@H]1OC(C(=O)N2CCN(Cc3ccc4c(c3)OCO4)CC2)=C[C@H](c2ccc(Br)cc2)[C@H]1CCCO	i	i
COC(=O)CCC(=O)OC1(C)C(=O)C=C2C=C(C3CC3)N(CC3CC3)C=C2C1=O (stereo not given)	i	i
CCC(=O)c1ccc(OCC(=O)OCC(=O)NC2CCCCCCC2)cc1	i	i
CCOC(=O)c1ccc(N2C(=O)CC(N3CCC(C(N)=O)(N4CCCCC4)CC3)C2=O)cc1 (stereo not given)	i	i
CCOc1ccccc1/C=C/c1onc(C)c1S(=O)(=O)N1CCC(C(=O)N2CCCCCC2)CC1	i	i
Cc1cccc(Cn2cnc3c(nnn3Cc3ccc(Cl)cc3)c2=O)c1	i	i
O=C(O)c1cccc(S(=O)(=O)Nc2ccccc2C(=O)NCCc2ccccc2)c1	i	i
CCOC(=O)C1(Cc2cccc(OC)c2)CCN(Cc2ccc(OC)c(O)c2)CC1	i	i
COc1ccccc1C(=O)NCC(=O)OCC(=O)c1ccc(Cl)s1	i	i
CCn1c(=O)cc(OCC(=O)NCCCN2CCC(C)CC2)c2ccccc21	i	i
CC(C)N1CCN(Cc2nc(-c3ccccc3)cs2)CC1CCO (stereo not given)	i	i
Cc1sc2ncnc(SCC(=O)c3ccc4c(c3)OCCO4)c2c1-c1ccccc1	i	i
Cc1nn(-c2ccccc2)c2[nH]c(=O)cc(C(F)(F)F)c12	i	-5.18*
O=C(NCc1nnc2c(C(F)(F)F)cc(Cl)cn12)c1cccs1	i	i

Full records, looked up by structure:
Results for CCC(=O)c1ccc(OCC(=O)OCC(=O)NC2CCCCCCC2)cc1 : CHT allo act: i; CHT inh: i
Results for Cc1noc(C)c1CS(=O)(=O)Cc1ccc(Cl)cc1 : CHT allo act: i; CHT inh: i
Results for O=[N+]([O-])c1ccccc1S(=O)(=O)Nc1ccc(-c2ccc(N3CCOCC3)nn2)cc1 : CHT allo act: i; CHT inh: i

(next part)
SMILES	CHT allo act	CHT inh
COc1ccc(NC(=O)CCN2C(=O)c3ccccc3C2=O)cc1	i	i
Cc1cc2ncc(-c3ccccc3)nc2cc1C	i	i
O=C(Nc1nc(-c2ccc(F)c(F)c2)cs1)c1ccc(OCC2CCCO2)cc1 (stereo not given)	i	i
Nc1c(N2CCCC2)c2ccccc2oc1=O	i	i
COc1ccc2c(c1OC)C[N+]1([O-])CCc3cc4c(cc3C1C2)OCO4 (stereo not given)	i	i
Cn1c(=O)c2sccc2n2c(CCCC(=O)NC3CCN(Cc4ccccc4)CC3)nnc12	i	i
O=C(c1ccccc1F)N1CCN(c2ccc([N+](=O)[O-])cc2-n2cccc2)CC1	i	i
Cc1ccc(CSc2nnc(CCCCCNC(=O)OC(C)(C)C)o2)cc1	i	i
Cc1cc(N2CCCC2=O)ccc1S(=O)(=O)N1CCOCC1	i	i

Screens from PubChem BioAssay.
